Bioassay records deposited in PubChem by several laboratories.
Y pestis TopoI: blocks Yersinia pestis topoisomerase I activity | Y. pestis Topo-I cleavage product accumulation, plate reader | activity, % at 10 µM | 360,000 tested, 0.064% active | AID 504884; in the data active means activity above about 50%, passing the limit was not always enough; inconclusive means no clear call, values can overlap the other calls; further: inactives centre near 2
Anthrax LF prot: anthrax lethal factor protease inhibition. inhibition, % at 10 µM. multiplex microsphere protease cleavage assay, LF. 360,000 tested, 0.12% active. P15917. AID 588501; in the data active means inhibition above about 30%; inconclusive means no clear call, values can overlap the other calls; further: plate controls were buffer without enzyme for full effect and enzyme alone for no effect
Target sequence (P15917 whole entry, looked up): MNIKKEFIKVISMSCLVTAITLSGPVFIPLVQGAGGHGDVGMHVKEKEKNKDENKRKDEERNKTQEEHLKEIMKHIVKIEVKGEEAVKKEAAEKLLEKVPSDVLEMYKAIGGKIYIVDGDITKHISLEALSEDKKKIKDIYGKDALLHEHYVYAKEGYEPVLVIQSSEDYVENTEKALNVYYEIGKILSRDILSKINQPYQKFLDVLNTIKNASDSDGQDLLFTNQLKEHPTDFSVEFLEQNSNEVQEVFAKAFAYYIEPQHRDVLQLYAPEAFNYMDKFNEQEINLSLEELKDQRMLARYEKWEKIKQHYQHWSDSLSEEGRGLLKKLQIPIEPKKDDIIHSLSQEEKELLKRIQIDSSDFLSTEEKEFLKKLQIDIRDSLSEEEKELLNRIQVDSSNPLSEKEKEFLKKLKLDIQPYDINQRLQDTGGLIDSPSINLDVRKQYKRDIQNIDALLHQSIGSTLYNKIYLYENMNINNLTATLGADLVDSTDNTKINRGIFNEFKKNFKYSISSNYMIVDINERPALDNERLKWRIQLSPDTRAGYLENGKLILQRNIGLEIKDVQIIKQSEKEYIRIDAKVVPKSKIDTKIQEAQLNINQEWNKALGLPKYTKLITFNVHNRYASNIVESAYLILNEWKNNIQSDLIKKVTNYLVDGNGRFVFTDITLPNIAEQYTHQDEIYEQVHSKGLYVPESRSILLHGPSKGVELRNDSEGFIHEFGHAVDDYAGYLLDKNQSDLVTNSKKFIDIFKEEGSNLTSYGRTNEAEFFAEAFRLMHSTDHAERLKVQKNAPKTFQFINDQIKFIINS
TcdB inh: inhibitors of Clostridioides difficile toxin B glycohydrolase | P18177 | TcdB glycohydrolase enzymatic assay, plate reader | inhibition, % at 9.99 µM | 350,000 tested, 0.24% active | AID 652162; in the data active means inhibition above about 10%
Rv3671c protease: inhibits the M. tuberculosis serine protease Rv3671c. AID 2606. P9WHR9. 320,000 tested, 0.048% active. inhibition, % at 5.96 µM; in the data active means inhibition above about 38%;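 further: extracellular domain of Rv3671c used as enzyme; 0% = enzyme with DMSO and 100% = no enzyme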
PfHsp40 rescue: compounds rescuing yeast from Plasmodium falciparum HSP40 toxicity; S. cerevisiae expressing PfHsp40, growth rescue, ATP luminescence; growth rescue, % at 12.5 µM; 340,000 tested, 0.68% active; in the data active means growth rescue above about 28%, passing the limit was not always enough; inconclusive means no clear call, values can overlap the other calls;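 further: yeast W303a lacking pdr1 and pdr3 grown in galactose medium; growth measured after three days at 30 °C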
SARS 3CLpro inh: SARS-CoV 3CLpro protease inhibition | P0C6X7 | recombinant SARS-CoV 3CLpro, quenched FRET peptide cleavage | inhibition, % at 6 µM | 290,000 tested, 0.14% active; in the data active means inhibition above about 12%
BH1578 lux ind: quorum light induction in luxS cqsA deficient V. cholerae; 350,000 tested, 0.16% active; V. cholerae BH1578 lux reporter, luminescence, 6 h; activation, % at 18.7 µM; AID 588436; in the data active means activation mostly above about 9.7%, no sharp cut-off; inconclusive means no clear call, values can overlap the other calls; inactive means mostly below about 3.7%; further: not every result past the cut was called active; inactives centre near 0; reference of the scale not given here
VHR inh abs: DUSP3 (human) phosphatase inhibition. P51452. recombinant VHR phosphatase, pNPP absorbance. inhibition, % at 13.3 µM. 290,000 tested, 0.52% active. AID 1654; in the data active means inhibition above about 50%; further: some compounds called inactive have numbers as strong as hits
Target sequence (P51452 whole entry, looked up): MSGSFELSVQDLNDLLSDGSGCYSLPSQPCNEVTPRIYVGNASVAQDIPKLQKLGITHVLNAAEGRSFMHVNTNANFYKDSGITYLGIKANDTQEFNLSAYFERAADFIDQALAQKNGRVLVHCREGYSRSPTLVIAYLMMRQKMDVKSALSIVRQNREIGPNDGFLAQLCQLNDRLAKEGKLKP
MazF activator: MazEF (E. coli) toxin RNase activation; P0AE70; FAM/BHQ RNA-DNA oligo cleavage fluorescence, 5 h; activation, % at 20 µM; 350,000 tested, 0.32% active; in the data active means activation above about 50%
Target sequence (P0AE70 whole entry, looked up): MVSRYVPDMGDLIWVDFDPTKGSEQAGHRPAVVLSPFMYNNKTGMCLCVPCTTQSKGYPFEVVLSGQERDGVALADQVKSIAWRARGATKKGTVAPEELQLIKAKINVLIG
PriA SSB inh: inhibitors of Klebsiella pneumoniae PriA binding to SSB C-terminal tail. AlphaScreen SSBct-PriA binding, biotinylated peptide. inhibition, % at 33 µM. 430,000 tested, 0.6% active; in the data active means inhibition mostly above about 37%, no sharp cut-off; inactive means mostly below about 20%;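 further: plate controls were negative control peptide for no effect and reference peptide for full effect; strong numbers were not always called active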
* marks the source's active call; other numbers are inactive results; i = inactive; ? = inconclusive; . = no result given; & = joins results of further samples. Some of the compounds tested; count on the stated rates, not on these rows.

Preview, 5 compounds:
SMILES	Y pestis TopoI	Anthrax LF prot	TcdB inh	Rv3671c protease	PfHsp40 rescue	SARS 3CLpro inh	BH1578 lux ind	VHR inh abs	MazF activator	PriA SSB inh
COc1ccc([C@H]2CC(=O)C=C(c3ccc(Cl)cc3C)C2)cc1	-8	4	0.3	-12	1.6	.	i	.	1	2
Cc1ccsc1-c1nc(-c2ccccc2)c(-c2ccccc2)[nH]1	-11	-7	.	-8	-0.6	7	0.4	10	9	1
CCN(CC)S(=O)(=O)c1ccc2c(c1)nc(CCC(=O)OCC(=O)N1CCc3ccccc31)n2C	44	-2	.	2	2.4	8	-6.7	21	7	-7
COc1ccc([N+](=O)[O-])cc1N=Cc1c(O)n(CCc2ccccc2)c(=O)n(C(C)C)c1=O	-2	0	-0.4	3	1.3	-2	-0.2	2	-14	21
CC1CC1C(=O)OCC(=O)NCc1ccccc1Cl (centres undefined)	-4	-1	0.1	2	0.3	2	-0.2	13	4	-13

The listing, previewed entries included:
SMILES	Y pestis TopoI	Anthrax LF prot	TcdB inh	Rv3671c protease	PfHsp40 rescue	SARS 3CLpro inh	BH1578 lux ind	VHR inh abs	MazF activator	PriA SSB inh
COc1ccc([C@H]2CC(=O)C=C(c3ccc(Cl)cc3C)C2)cc1	-8	4	0.3	-12	1.6	.	i	.	1	2
Cc1ccsc1-c1nc(-c2ccccc2)c(-c2ccccc2)[nH]1	-11	-7	.	-8	-0.6	7	0.4	10	9	1
CCN(CC)S(=O)(=O)c1ccc2c(c1)nc(CCC(=O)OCC(=O)N1CCc3ccccc31)n2C	44	-2	.	2	2.4	8	-6.7	21	7	-7
COc1ccc([N+](=O)[O-])cc1N=Cc1c(O)n(CCc2ccccc2)c(=O)n(C(C)C)c1=O	-2	0	-0.4	3	1.3	-2	-0.2	2	-14	21
CC1CC1C(=O)OCC(=O)NCc1ccccc1Cl (centres undefined)	-4	-1	0.1	2	0.3	2	-0.2	13	4	-13
O=C(Cc1ccccc1)N/N=C/c1ccc2cccc(O)c2n1	-4	1	1.1	-13	0.4	7	-0.5	43	-19	.
CCC1(C)Cc2c(sc3nc(SCC(=O)c4ccccc4)[nH]c(=O)c23)CO1 (centres undefined)	4	-1	0.1	3	-1.4	2	i	21	4	-10
COc1ccc2nc3oc(C(=O)N4CCC(C(N)=O)CC4)cc3cc2c1	2	4	.	-8	-0.2	-4	.	14	3	-23
CCOc1ccc(NC(=O)CN2C(=O)COc3ccc(Cl)cc32)cc1	2	9	2.0	1	-0.4	2	0.9	9	0	0
COC(=O)[C@@]1(C)[C@H]2C(=O)N(C)C(=O)[C@H]2[C@H]2CN=C(SCc3ccc(C#N)cc3)N21	7	-2	1.3	.	0.0	.	i	.	6	-4
Nc1ccc(C(=O)OCc2nc3ccccc3[nH]2)cc1	5	-12	.	7	-0.2	4	.	14	4	8
O=C(CCC1CCCN(C(=O)c2cc(C3CC3)[nH]n2)C1)N1CCN(c2ccccn2)CC1 (centres undefined)	4	-8	-0.2	2	1.0	-4	2.3	52*	7	2
Cc1cc(C(=O)N/N=C/c2ccco2)c2ccccc2n1	2	-2	-0.3	0	-1.1	-1	-0.3	-10	8	.
CC(C)CN(C(=O)CSc1nc(N)cc(N)n1)C1CCS(=O)(=O)C1 (centres undefined)	-2	-5	1.5	-8	-0.3	.	i	.	-1	-4
COC(=O)c1[nH]c2cccc(C)c2c1NC(=O)CN1CCCc2ccccc21	-11	-5	.	0	0.3	1	-0.6	9	7	-16
CC(=O)C1=C(c2cccc([N+](=O)[O-])c2)N(C(C)=O)n2c(C)nnc2S1	7	0	-1.9	8	82*	0	-2.2	16	52*	27
CCn1c(=O)c2cc(C(=O)NCCCOC)sc2c2ccccc21	7	-7	1.6	6	0.4	3	-0.5	2	1	-11
Cc1c(Br)c(=O)[nH]c(=O)n1COCc1ccccc1	8	-3	.	5	-0.3	-1	i	27	-1	-9
Cc1nn2c(NCc3ccccn3)cc(C(C)(C)C)nc2c1-c1ccccc1	11	17	0.8	7	?	5	-0.7	31	0	-7
Nc1ccccc1Oc1ccc2ccccc2c1	-5	-1	0.6	5	2.2	0	-0.5	-24	4	-15
COCCNCC(=O)C12CC3CC(CC(C3)C1)C2	4	2	0.5	5	-0.2	3	-0.4	16	3	-10
Cc1cc(C)nc(NC(=O)NC(=O)c2ccccc2)n1	2	1	2.0	13	-1.6	-2	1.7	22	4	4
Nc1ccc(S(=O)(=O)c2cccc(N)c2)cc1	0	-7	0.1	-1	0.9	2	i	-15	10	-11
O=C(COC(=O)CCC(=O)c1ccc(F)cc1)NCCc1ccccc1	14	0	-0.2	3	0.0	.	i	.	6	-13
CCCN(Cc1nnc(-c2ccccc2Cl)o1)C(=O)c1ccc(C)c(S(=O)(=O)N2CCOCC2)c1	30	.	0.8	-6	0.2	.	-0.2	.	0	-3
O=C1C=C(c2ccccc2C(F)(F)F)C[C@@H](c2ccc3c(c2)OCO3)C1	19	5	-0.9	-12	8.1	.	-1.2	.	1	-10
COc1ccc(C2C(C#N)=C(N)OC3=C2C(=O)CC(C)(C)C3)cc1Cn1nc(C)c([N+](=O)[O-])c1C (centres undefined)	3	-1	0.7	-18	0.8	-1	0.2	26	2	0
O=C(C1COc2ccccc2O1)N1CCN(c2ccccc2F)CC1 (centres undefined)	4	-5	.	2	-0.2	3	i	15	5	-11
CC(C)CC(=O)Nc1nnc(S(=O)(=O)Nc2ccccc2)s1	3	-13	-0.8	-10	-0.4	3	-0.6	3	4	4
Cn1c(=O)c2c3c(sc2n2c(SCC(N)=O)nnc12)CC(C(C)(C)C)CC3 (centres undefined)	1	0	.	6	0.3	-1	-0.4	-8	16	-1
CCC(=O)N1CCN(c2ccc(NC(=O)c3cc4ccccc4o3)cc2)CC1	17	5	.	1	2.0	1	-0.5	9	-1	5
COC(=O)C[C@@H]1C[C@H]2c3cc(NC(=O)Nc4ccccc4F)ccc3O[C@H]2[C@H](CO)O1	0	0	0.4&-6.5	.	.	.	i	.	4	.
CC1=C(C(=O)OCc2ccccc2)C(c2ccc(Cl)cc2Cl)NC(=O)N1CCCC(=O)O (centres undefined)	2	-8	.	-6	0.9	0	1.2	32	2	-6
O=C(Nc1cccc(C(=O)N2CCCCC2)c1)C1CCCC1	-3	-6	0.2	.	-0.8	.	i	.	-15	7
COCCn1c(SCC(=O)NC2CCCC(C)C2C)nc2ccccc2c1=O (centres undefined)	-1	.	-0.6	.	1.1	.	-0.4	.	1	0
COc1ccc2c(C)c(C(=O)N3CC[C@@H](N4CCC(O)CC4)[C@H](O)C3)oc2c1	5	0	1.1	4	-0.7	-2	i	27	-2	-3
O=C(CSc1ncnc2sc3c(c12)CCCC3)N1CCC(c2noc3ccc(F)cc23)CC1	11	-3	6.5	5	-1.5	-3	i	9	-21	3&-7
O=C1NC(Cc2ccccc2)C(=O)Nc2ccc(Br)cc21 (centres undefined)	12	-3	-0.1	-7	0.0	0	0.0	-10	1	10
C/C(=N\NS(=O)(=O)c1cccc([N+](=O)[O-])c1)c1cc2ccccc2o1	-3	1	.	-10	0.2	0	-2.5	2	4	.
COc1ccc(-c2cc(C(=O)N3CC4(C)CC3CC(C)(C)C4)no2)cc1 (centres undefined)	-6	-9	.	1	-0.6	0	-2.5	-23	-2	-8
CC(C)(Oc1ccc(Cl)cc1)C(=O)NC1CCN(Cc2ccccc2)CC1	15	.	1.6	6	0.1	.	-0.3	.	-5	-5
CN(C)S(=O)(=O)c1cccc(C(=O)OCC(=O)c2ccc3c(c2)NC(=O)CO3)c1	-2	-3	0.8	4	1.6	-6	-0.2	14	-11	-9
C=CCOc1ccc2ccccc2c1/C=N/O	0	-1	.	0	-0.1	3	i	27	-2	.
CCn1cc([N+](=O)[O-])c(C(=O)Nc2c(C)nn(Cc3c(F)c(F)c(F)c(F)c3F)c2C)n1	-2	0	1.9	2	1.0	-1	-0.6	12	8	-6
Cc1ccc(N(C(=O)c2snc(C(N)=O)c2N)C(C(=O)NCC2CCCO2)c2ccc(C)o2)c(C)c1 (centres undefined)	15	-3	0.4	3	-1.9	-1	-0.5	-11	5	6
CCOC(=O)c1cccc(NC(=O)CSc2nnc(-c3cccnc3)n2CC)c1	0	-6	.	-1	0.3	-1	i	-19	2	0
CCc1ccc2c(CC(=O)NNC(=O)c3ccncc3)coc2c1	-3	-6	0.4	-5	-1.0	.	-0.5	.	4	-7
Cc1ccccc1N1CCN(C(=S)c2ccc(-c3ccc([N+](=O)[O-])cc3)o2)CC1	2	-32	1.3	8	-0.6	3	-0.4	8	-2	-1
Cn1ncc(Cl)c1C(=O)NNC(=O)Nc1cccc2ccccc12	3	2	0.5	.	-0.2	-2	-0.5	-2	0	6
O=C(Cc1ccc(Cl)cc1)N/N=C1\CCCc2ccccc21	2	0	.	4	-0.2	8	-2.2	20	-2	.
CCCOC(=O)Cc1n[nH]c(=O)[nH]c1=O	-1	5	.	-6	0.9	-1	-0.7	3	0	-10
COc1ccc(CNC(=O)/C=C/c2ccc(S(=O)(=O)NCc3ccco3)cc2)cc1OC	17	0	.	-10	-0.1	4	i	-13	4	22
COc1cc2cc(C(=O)O)n(C)c2c(OC)c1OC	16	?	.	-7	0.1	1	i	25	5	4
Cc1ccc(CCNS(=O)(=O)c2ccc3c(c2)N(C)CCO3)cc1	12	0	1.0	10	0.5	-2	2.4	-20	4	0
O=C(N/N=C/c1cccc(O)c1)c1ccc(NC(=O)C2CCCCC2)cc1	-19	3	-0.2	.	-0.4	2	0.4	1	7	.
O=C(NCC1CC1)c1cccc2c1C(=O)c1ccc(N3CCCC3)cc1S2(=O)=O	-3	2	0.3	-5	-1.0	.	i	.	-151	-6
O=[N+]([O-])c1ccc(Nc2ccc(F)cc2)nc1	1	-1	.	0	1.0	5	-0.3	1	5	-18
Cc1nc2ccc(Cc3ccc4nc(C)[nH]c4c3)cc2[nH]1	-3	-8	.	11	1.9	4	-0.7	20	3	-3
CCn1c(Cc2ccccc2)nnc1SCC(=O)Nc1ccc2c(c1)OCCO2	19	-16	.	5	1.2	-6	2.4	-17	6	-6
CCOc1ccc(C(=O)NCC(=O)NCCCSc2ccccc2)cc1OCC	11	-1	-0.3	-6	1.0	3	i	0	-6	-5
Other entries:
SMILES	Y pestis TopoI	Anthrax LF prot	TcdB inh	Rv3671c protease	PfHsp40 rescue	SARS 3CLpro inh	BH1578 lux ind	VHR inh abs	MazF activator	PriA SSB inh
c1ccc(-c2nc3c4ccccc4ccn3c2CN2CCOCC2)cc1	6	4	4.1	-2	0.8	-4	i	23	8	3
Nc1ccc(C(=O)OCC(=O)N2CCc3ccccc3C2)cc1[N+](=O)[O-]	-3	2	2.1	-7	0.4	2	-0.7	4	0	17
Cc1ccc(O)c(-c2cc(-c3cccc(F)c3)n[nH]2)c1	-9	-1	.	-21	?	5	-0.3	-4	-3	-12
NC(=O)COc1ccc(C2c3c(oc4ccccc4c3=O)C(=O)N2CC2CCCO2)cc1 (centres undefined)	-2	-1	.	-11	0.1	6	-1.2	21	6	-14
C/C(=N\OC(=O)c1ccc(Cl)cc1)c1nccs1	-5	-2	.	0	-0.7	7	i	20	3	.
NC(=O)CC[C@@H]1NC(=O)[C@@H]2CCCN2C(=O)c2cc([N+](=O)[O-])cc(I)c2NCCC[C@@H](C(=O)NC(CC(=O)O)C(N)=O)NC1=O (some centres undefined)	.	.	0.3	9	.	-5	.	-4	0	-3
CC(C)Oc1ccc(Br)cc1/C=N\NC(N)=S	-2	-3	.	-9	0.5	9	0.2	-2	-4	.
Cc1ccc2c(c1)N(S(=O)(=O)c1cc(-c3cc(C)no3)ccc1C)CCO2	35	-1	3.0	-15	1.3	2	2.2	-10	-20	-17
Cc1ccc(CNC(=O)c2ccc(N3CCC4(CC3)CC(c3ccccc3)=NO4)c(NC(=O)c3ccccc3)c2)cc1	9	-2	-0.5	-15	-1.8	.	i	.	-20	1
O=C1CCCCC1Sc1nnc(-c2ccc3c(c2)OCO3)o1 (centres undefined)	9	-9	0.9	2	0.1	4	-1.5	6	2	-26
